Screens from PubChem.
AID2073 = disruptors of CaV2.2 binding to Mint1 – biochemical, HTRF (AID 2073); HTRF protein-protein interaction, Mint1-CaV2.2; higher % means a stronger effect; inhibition, % at 20 µM; hits with a dose series show IC50 in µM; actives 0.19% (n = 290,000); in the data active = inhibition mostly above about 51%, no sharp cut-off; inconclusive = no clear call, values can overlap the other calls; inactive = mostly below about 53%; also: some results filed as inactive read as strong as hits
MgcRacGAP inhibition = MgcRacGAP GTPase-activating activity inhibitors, confirmation, biochemical, ADP Hunter fluorescence | MgcRacGAP-stimulated Rac1 GTP hydrolysis, ADP Hunter fluorescence; higher % means a stronger effect; GST-tagged Rac1 F28L mutant substrate | inhibition, % at 30 µM; hits with a dose series show IC50 in µM | actives 0.6% (n = 340,000);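 active = first-screen hits whose inhibition reached a set limit at any dose in the follow-up dose series; inconclusive = inhibition above the set first-screen limit but never retested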;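 also: fluorescence reports GDP produced by GAP-driven GTP hydrolysis; strong numbers were not always called active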
UTI89 phage lysis = protection from phage-mediated lysis, alamar blue read-out – E. coli UTI89, K1F phage, bacterial capsule biogenesis inhibitors (AID 488966). inhibition, % at 100 µM; hits with a dose series show IC50 in µM. E. coli UTI89 K1F phage lysis, alamar blue, 2 h; higher % means a stronger effect. actives 0.02% (n = 340,000);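 active = phage lysis inhibition, versus mean bacterial control, above a set limit; inconclusive = no clear call, values can overlap the other calls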;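 also: capsule biogenesis inhibitors block K1F phage lysis so surviving cells raise fluorescence; higher fluorescence means more inhibition of phage lysis; actives were called in the ten point dose series up to 300 µM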
NS5 inhibitors = Dengue-2 NS5 methyltransferase inhibitors, primary screen, biochemical, confirmation dose response (AID 588689); one-dose inhibition, % at 25 µM; IC50 in µM for titrated hits; Dengue-2 NS5 methyltransferase capping enzyme assay, biochemical; higher % means a stronger effect; actives 0.3% (n = 340,000); in the data active = a potency from the dose series; inconclusive = inhibition above about 29% without an active follow-up result
Large T inhibition = SV40 large T antigen inhibitors, biochemical (AID 1903); actives 0.39% (n = 310,000); inhibition, % at 20 µM; hits with a dose series show IC50 in µM; SV40 large T antigen ATPase/helicase inhibition assay; higher % means a stronger effect; in the data active = a potency from the dose series; inconclusive = inhibition mostly from about 32% at the one dose, without a potency; inactive = the rest, 99 in 100 with inhibition below about 32%; also: strong numbers were not always called active
NTR1 agonist = NTR1-driven beta-arrestin-GFP spot formation – imaging, U2OS cells, high content, primary screen (AID 493036); P30989; activation, % at 20 µM; agonist mode; actives 0.17% (n = 330,000);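 active = activation at or above 40% of the spot to cytoplasm intensity ratio, with at least 20 cells analyzed; inconclusive = wells under 20 cells, flagged as cytotoxic or low count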;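 also: 0% = DMSO without peptide and 100% = 100 nM NTR1 peptide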
Target sequence (P30989 whole entry, looked up): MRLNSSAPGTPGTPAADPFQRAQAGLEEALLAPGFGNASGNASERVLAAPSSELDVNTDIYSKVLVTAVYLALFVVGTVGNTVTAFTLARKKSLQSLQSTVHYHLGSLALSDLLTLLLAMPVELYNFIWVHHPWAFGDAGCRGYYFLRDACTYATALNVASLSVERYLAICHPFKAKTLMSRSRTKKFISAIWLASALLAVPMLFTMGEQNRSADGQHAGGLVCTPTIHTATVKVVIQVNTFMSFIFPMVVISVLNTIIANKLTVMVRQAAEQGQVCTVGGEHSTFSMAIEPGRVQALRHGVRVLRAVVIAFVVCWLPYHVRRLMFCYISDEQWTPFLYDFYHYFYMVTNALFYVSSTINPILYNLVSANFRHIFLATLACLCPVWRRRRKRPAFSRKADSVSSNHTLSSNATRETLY
West Nile antiviral = West Nile virus antiviral activity, cell-based, CPE readout (AID 1621) | West Nile virus-infected cells, CPE inhibition; higher % means a stronger effect | CPE inhibition, % at 10 µM, or IC50 in µM where a hit was titrated | actives 0.02% (n = 290,000); in the data active = a potency from the dose series; inconclusive = CPE inhibition mostly from about 3.7% at the one dose, without a potency; inactive = the rest, 99 in 100 with CPE inhibition below about 2.2%; also: strong numbers were not always called active
RSV antiviral HEp-2 = inhibition of RSV-induced cytopathic effect – HEp-2 cells, primary 10 µM value included (AID 2391); HEp-2 cells, RSV-induced CPE inhibition; higher % means a stronger effect; CPE inhibition, % at 10 µM; hits with a dose series show IC50 in µM; actives 0.13% (n = 310,000); in the data active = a potency from the dose series; inconclusive = CPE inhibition mostly from about 23% at the one dose, without a potency; inactive = the rest, 99 in 100 with CPE inhibition below about 21%; also: strong numbers were not always called active
Siah-1 displacement = Siah-1 peptide-binding antagonists, primary screen, biochemical, fluorescence polarization, rhodamine-plectin, uHTS (AID 1817) | Siah-1 / rhodamine-plectin peptide fluorescence polarization; higher % means a stronger effect | displacement, % at 20 µM; hits with a dose series show IC50 in µM | actives 0.02% (n = 290,000);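 active = displacement of at least 50% at 20 µM, with a fluorescence ratio check between 0.3 and a set limit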;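 also: plate controls were Siah plus tracer with DMSO for no effect and tracer alone without Siah for full effect; strong numbers were not always called active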
NTR1 agonist cell count 20 µM = second read-out of NTR1 agonist, no call of its own (marks repeat the call); cell count; measured here: cell count, cytotoxicity flag
The depositor's hits bear a star; ? = inconclusive; . = no result given; [ ] = dose if it differs, or a comment. Not a hit list; about 1.6% have a hit in one of these screens.

Order of values: AID2073, MgcRacGAP inhibition, UTI89 phage lysis, NS5 inhibitors, Large T inhibition, NTR1 agonist, NTR1 agonist cell count 20 µM, West Nile antiviral, RSV antiviral HEp-2, Siah-1 displacement
COc1cc(SC)ccc1C(=O)N(CC(=O)Nc1ccccc1Br)Cc1ccco1
  ., 5%, -1.1%[50 µM], 1%, 11%, 0.6, 66, ., 6.5%, .
Cc1cccc(C(=O)N2CCCC(N3CCN(c4ccccc4F)CC3)C2)n1 (stereo unspecified)
  -4%, 2%, 0.2%, -6%, 14%, 3.8, 47, 0.3%, 1.6%, 1%
O=C(O)CCCCCNCc1c(Cl)cccc1Cl
  4%, 8%, -0.1%, -6%, 22%, -0.5, 71, 0.8%, 0.1%, -2%
CNC(=O)/C(C#N)=C/c1cccc(Oc2ccccc2)c1
  6%, 0%, -0.1%, -19%, 22%, 17, 55, -0.1%, -1.2%, 11%
COc1ccc(Cc2nnc(N/N=C/c3ccc(C)o3)[nH]c2=O)cc1
  -2%, 11%, 0.3%, -3%, 15%, -0.6, 85, -0.1%, 1.8%, -1%
CCc1cc(=O)oc2c(C)c(OC(C)C(=O)N3CCC[C@@H]3C(=O)O)ccc12 (stereo partly specified)
  ?, -3%, 3.9%, -1%, 5%, 0.5, 68, -0.1%, 1.6%, -8%
O=C(COC(=O)c1ccccc1OCC(=O)Nc1ccc(Br)cc1)Nc1ccccc1
  -2%, 6%, -2.2%, 1%, -1%, 0.1, 54, 0.6%, 2.6%, 14%
S=C(NCc1ccco1)N1CCN(C/C=C/c2ccccc2)CC1
  19%, 5%, 0.1%, -7%, 8%, -0.5, 30, -1.1%, 2.5%, 0%
CCCNS(=O)(=O)c1ccc2c(c1)n(C)c(=O)n2C
  6%, -10%, 0.2%, ., 0%, -0.8, 29, -0.2%, -1.4%, 7%
CCCN(CCC)c1ccc(CC(=O)NC(C)Cc2ccccc2)cc1 (stereo unspecified)
  -14%, 10%, 2.4%, -6%, 6%, 0.3, 44, -0.9%, 15%, -1%
COCCNC(=O)C(=O)Nc1cc2c3c(c1)CC(=O)N3CCC2
  0%, 6%, 2.3%, 6%, 9%, 1.5, 56, 0.6%, 0.1%, 5%
C/C=C/COC(=O)c1[nH]c2c(c1C)C(=O)CC(c1ccc(N(C)C)cc1)C2 (stereo unspecified)
  6%, 10%, 7.8%, -4%, 5%, 4.6, 55, -0.8%, 1.3%, -2%
Cc1cc(OCC(=O)Nc2ccc3c(c2)OCCO3)cc(C)c1Cl
  -6%, 4%, 2.6%, -2%, 16%, -0.3, 85, 0.1%, 0.4%, 2%
CC1CC(c2ccccc2)=Nc2ccccc2N1 (stereo unspecified)
  -2%, 10%, 0.3%, -3%, 10%, 0.1, 70, -0.6%, 1.6%, -1%
O=[N+]([O-])c1ccccc1SNc1ccc(Br)cn1
  -14%, -6%, 0.0%, 4%, 21%, 4.3, 86, -0.5%, 2.1%, -2%
CCOc1cc(-c2nc(-c3ccccc3)c(-c3cc([N+](=O)[O-])ccc3C)[nH]2)ccc1O
  -4%, 8%, 0.1%, 0%, 1%, 7.8, 64, 0.2%, 14%, -4%
CCOc1ccccc1N(C)C(=O)c1cn(C)c(=O)c2ccccc12
  0%, 13%, 0.2%, -3%, 4%, -1.1, 53, -0.6%, 0.7%, 0%
O=C(OCc1ccccc1)N1CCCC1/C=C/CN1CCOCC1 (stereo unspecified)
  6%, 7%, 1.1%, ., -1%, 1.1, 100, -0.8%, 0.5%, 7%
O=C(Nc1ccc(C(F)(F)F)cc1)C1CC(=O)N(c2ccc3c(c2)OCCO3)C1 (stereo unspecified)
  -5%, 11%, 1.4%, -2%, 10%, 0.7, 58, -0.1%, -0.4%, 22%
NNC(=S)Nc1c(F)cc(F)cc1Br
  -35%, 18%, -0.9%, 5%, 11%, -0.9, 63, 0.4%, 1.8%, -3%
Cc1[nH]c2ccccc2c1/C=N/NC(=O)CNC(=O)COc1ccccc1
  -13%, 7%, -2.9%, -4%, 7%, 0.0, 28, 0.3%, -0.9%, 3%
C[C@H](CCCC/C=C/C(=O)O)O[C@@H]1O[C@@H](C)[C@H](O)C[C@H]1O
  ., -6%, 0.5%, -9%, ., -1.2, 74, ., 0.6%, .
COC(=O)Cc1csc(Nc2ccccc2)n1
  -4%, 8%, 1.4%, -6%, 2%, -0.1, 60, 0.3%, 1.8%, 0%
COc1ccccc1N1CCN(C2CCCN(C(=O)C3=NN(C)C(=O)CC3)C2)CC1 (stereo unspecified)
  -3%, 8%, 1.1%, -8%, 5%, -0.4, 60, 0.0%, 0.5%, -2%
CCCCOC(=O)c1ccc(NC(=O)c2c(OC)cccc2OC)cc1
  -12%, 11%, 0.2%, 8%, 8%, 0.1, 80, -0.3%, 2.5%, 1%
NS(=O)(=O)c1ccc(CCNC(=O)c2ccccc2OCc2ccc(F)cc2)cc1
  13%, 4%, -0.1%, -9%, 2%, 0.0, 42, -1.3%, 0.7%, 5%
O=C(c1cnc(-c2ccccc2)s1)c1ccc(Cl)cc1Cl
  2%, 1%, 8.2%, 0%, 4%, 1.6, 70, -0.5%, 2.7%, 4%
Cc1ccc(C(=O)N/C(=C\c2cccs2)C(=O)NCCc2c[nH]c3ccccc23)cc1
  9%, -15%, -1.5%[50 µM], 0%, 14%, -0.1, 57, -0.9%, 1.3%, 0%
Cc1ccc(C(=O)NC2CC(C)(C)NC(C)(C)C2)cc1
  8%, 11%, 0.3%, 3%, 17%, -0.6, 64, -0.8%, -2.9%, -2%
Cc1cc(C)n2cc(CSc3nnc(-c4ccccc4)o3)nc2n1
  3%, 2%, 0.6%, -2%, 5%, -0.7, 53, 0.2%, -0.4%, 3%
Cc1c(C(=O)N/N=C/c2ccncc2)no[n+]1[O-]
  2%, 6%, 0.0%, -5%, -6%, 2.8, 35, 0.4%, -0.4%, 5%
O=C(COC(=O)C1CC1)Nc1c(Cl)cccc1C(F)(F)F
  ., 4%, 1.4%[50 µM], -4%, 20%, -0.7, 75, ., -0.5%, .
O=C(NCc1ccccc1)c1cccc(S(=O)(=O)N2CCOCC2)c1
  ?, 5%, 0.5%, -4%, -6%, -1.2, 60, 0.4%, 0.7%, -2%
O=C(NCC(=O)N1CCC2(CC1)NCCc1[nH]cnc12)c1cccc(Cl)c1
  19%, 7%, -0.1%, 0%, 11%, 1.4, 82, 0.2%, 0.9%, 7%
CN(C)c1ccc(/C=C/c2cccc[n+]2[O-])cc1
  10%, ., ., ., ?, 2.4, 51, -0.1%, ., 1%
COc1cccc(C(=O)Nc2ccc(S(=O)(=O)Nc3cc(C)nc(C)n3)cc2)c1
  -4%, 5%, 0.1%, -7%, 2%, -0.2, 57, -0.1%, 0.5%, 19%
CC(=O)Nc1ccc(NC(=O)CSc2ccc3nnc(CCNC(=O)c4ccccc4)n3n2)cc1
  -9%, 13%, 0.1%, -1%, 5%, -2.2, 50, -0.2%, 1.0%, 0%
Cc1cccc(S(=O)(=O)NCCc2ccccc2)c1
  -1%, 0%, 0.0%, -15%, 4%, -1.1, 28, -0.5%, 3.7%, 3%
CC(=O)c1ccc([N+](=O)[O-])cc1
  ., 3%, -0.8%, -2%, ., -2.8, 65, ., 1.1%, .
O=C(CSc1nccc(-c2cccs2)n1)Nc1cccc(Cl)c1
  11%, ., ., ., 10%, 1.6, 42, -0.5%, 22%, -2%
O=C(Nc1ccc(C(=O)N2CCOCC2)cc1)c1cc(-c2cccnc2)nc2ccc(Br)cc12
  22%, 9%, 0.1%, -8%, 10%, 1.1, 61, 0.1%, -3.0%, 5%
CCCN=C1CC(C)(C)CC(=O)/C1=C(/O)CCC
  -10%, 7%, -0.4%, 1%, ., -1.8, 87, 0.2%, 0.0%, -1%
Cc1cc(C(=O)CSc2nc(N)cc(N)n2)c(C)n1C1CC1
  53%, 9%, 1.1%, 2%, -3%, -0.3, 38, 0.6%, 1.6%, -11%
CN(C)c1oc(-c2ccccc2)nc1C#N
  4%, 4%, 1.7%, -2%, 1%, -1.1, 76, 0.5%, 10%, 2%
Cc1ccn2c(=O)cc(C)nc2c1
  19%, -1%, 1.8%, -2%, 15%, -1.5, 38, -0.1%, 2.6%, -7%
O=S(=O)(c1ccccc1)N1C2CCC1CC(O)(c1cccnc1)C2 (stereo unspecified)
  0%, 7%, 1.4%, -6%, -2%, -0.2, 59, ?, 2.1%, -1%
O=C(NCCN1CCCC1)c1ccc(CS(=O)(=O)c2c(Cl)cccc2Cl)o1
  2%, -12%, 5.9%, -1%, -1%, 0.6, 49, -0.6%, -0.5%, 0%
Cc1ccc(CCNC(=O)C2CC(c3ccc(C(F)(F)F)cc3)=NO2)cc1 (stereo unspecified)
  8%, 5%, -4.5%, 2%, 2%, -6.9, 97, 0.9%, 2.4%, -2%
Cc1cccc(N=Nc2c(C)c(C#N)c(O)[nH]c2=O)c1
  6%, 7%, 0.4%, 1%, 19%, 2.7, 94, -0.2%, -0.3%, -2%
O=c1[nH]cc(S(=O)(=O)N2CCOCC2)c(=O)[nH]1
  ., -5%, 1.4%[50 µM], -3%, 1%, 0.1, 52, ., -0.9%, .
CCOC(=O)c1ccccc1OCc1cc(/C=N/NC(=O)c2cccnc2)ccc1OC
  5%, 2%, -1.9%, 3%, -1%, 2.7, 42, 0.3%, 2.0%, -2%
COCc1cc(=O)n2c([nH]c3ccccc32)c1C#N
  7%, 19%, 0.4%, 6%, 10%, 1.7, 59, -0.5%, 5.8%, -7%
CN(CC(=O)Nc1ccc(F)cc1)C(=O)COC(=O)c1ccc(=O)n(Cc2ccccc2)n1
  ., 5%, 0.3%[50 µM], -9%, ., 1.7, 58, ., 0.8%, .
CCC(C)NC(=O)[C@H]1N2C(=O)c3ccccc3C2SC1(C)C (stereo partly specified)
  8%, 6%, -0.1%, -6%, -5%, -1.5, 80, -0.9%, 0.2%, -3%
O=C(COc1cccnc1[N+](=O)[O-])Nc1ccc(Cl)cc1F
  ., -1%, 1.7%, -1%, ., 1.0, 59, ., ., .
Cc1cccc(C)c1NC(=O)Nc1ccc(S(N)(=O)=O)cc1
  28%, 5%, 0.1%, -4%, 7%, -0.6, 99, 0.7%, 1.2%, 3%
O=C(Nc1ccccc1Cl)Oc1ccc(Cl)cc1Cl
  0%, 10%, 0.2%, 1%, 1%, -0.3, 85, -0.6%, 0.7%, -2%
CC(=O)NC(Cc1c[nH]c2ccccc12)C(=O)N/N=C/c1ccccc1 (stereo unspecified)
  -5%, -2%, -0.3%, -15%, 8%, -0.8, 44, 0.3%, 1.8%, 11%
O=C1CCCC2=C1C(c1cn(-c3ccccc3)nc1-c1cccs1)c1c([nH]c(=O)[nH]c1=O)N2 (stereo unspecified)
  23%, -11%, -0.2%, -7%, 12%, 2.3, 48, -0.4%, -0.1%, -2%
